Screens: PubChem BioAssay, several laboratories
Platelet DG rel: inhibitors of platelet dense granule secretion, primary screen, cell-based, MLPCN, human platelets | human platelet-rich plasma, SFLLRN dense granule ATP release, luminescence | inhibition, %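 (compounds screened at 7.5 µM in platelet-rich plasma)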 | hit rate 0.22% among 300,000 | AID 1663, 2009;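 active = mean replicate score, as percent of positive control, at or above 50; inconclusive = mean below 50 but at least one replicate at or above 50; inactive = mean and every replicate below 50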
HIF activator: HIF pathway transcriptional activators, primary screen, cell-based, U2OS HRE-luciferase, luminescence; U2OS HRE-luciferase reporter; normalized: DMSO 0%, desferrioxamine 100%; AID 1910, 2009; hit rate 0.32% among 300,000; activation, % at 7.5 µM (by protocol);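 active = mean activation of at least 10% of the iron chelator positive control signal, with at least half of replicates also reaching 10%; inconclusive = mean and replicate majority disagree about reaching 10%; inactive = mean and most replicates under 10%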
HDAC3 inh: HDAC3 deacetylase inhibitors, primary screen, biochemical, fluorescence, cell-free homogeneous | Histone deacetylase 3 (Homo sapiens), O15379 | recombinant HDAC3, fluorogenic peptide/trypsin coupled | inhibition, % at 8.3 µM | hit rate 0.15% among 320,000 | AID 2718, 2010; in the data active = inhibition above about 26%, passing the limit was not always enough; inconclusive = no clear call, values can overlap the other calls
Target sequence (O15379 whole entry, looked up): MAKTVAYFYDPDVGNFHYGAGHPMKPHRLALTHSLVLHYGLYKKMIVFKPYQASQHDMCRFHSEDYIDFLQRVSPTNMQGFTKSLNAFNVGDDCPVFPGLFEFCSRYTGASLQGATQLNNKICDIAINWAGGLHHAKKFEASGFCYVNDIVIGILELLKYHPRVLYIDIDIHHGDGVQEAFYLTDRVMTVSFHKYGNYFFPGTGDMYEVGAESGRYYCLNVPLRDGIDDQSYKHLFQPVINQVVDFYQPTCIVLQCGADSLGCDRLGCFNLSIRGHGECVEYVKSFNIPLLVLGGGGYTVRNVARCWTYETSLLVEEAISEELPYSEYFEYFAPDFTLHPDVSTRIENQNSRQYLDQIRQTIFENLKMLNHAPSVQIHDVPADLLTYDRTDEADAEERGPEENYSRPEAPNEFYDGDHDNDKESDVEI
aSyn 5UTR inh: MLPCN primary screen, SNCA 5' untranslated region; hit rate 0.82% among 300,000; alpha-synuclein 5'UTR reporter, inhibitor activity; inhibition, % (tested at 7.5 µM); in the data active = inhibition above about 60%; inconclusive = no clear call, values can overlap the other calls;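 also: H4 neuroglioblastoma cells stably carrying SNCA 5'UTR luciferase fusion; 0% = DMSO wells and 100% = positive control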
HSP90 refold inh: HSP90 inhibitors, primary screen, cell lysate, luminescence; Rabbit reticulocyte lysate, luciferase refolding luminescence, 3 h; AID 1789, 2009; hit rate 0.91% among 290,000; inhibition, % at 5.6 µM; Heat shock protein HSP 90 (rabbit reticulocyte lysate; luciferase refolding);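 active = inhibition above the screen-wide mean plus 3 SD, computed separately per campaign, cut at about 16% in these data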;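 also: 0% = DMSO wells and 100% = 60 µM geldanamycin wells; inhibitors lower the luminescence because luciferase stays unfolded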
AI-2 QS mod: Vibrio harveyi AI-2 quorum sensing modulators, primary screen, JMH597 strain, luminescence/OD600 ratio; Vibrio harveyi JMH597 AI-2 luminescence/OD600 ratio, 9 h; active compounds read low; strain lacks LuxN and CqsS sensors; 0 = neutral-control median; activity change, % at 7.5 µM; AID 2094, 2009; hit rate 0.4% among 300,000; in the data active = activity change below about -75%, passing the limit was not always enough; inconclusive = no clear call, values can overlap the other calls;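 also: luminescence divided by OD600 gain over 9 h not by final OD600 alone; inactives centre near 13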
KLF5 inh: KLF5 expression inhibitors, primary screen, DLD-1 cells, luminescence | AID 1700, 2009 | hit rate 0.23% among 290,000 | DLD-1 KLF5 promoter-luciferase reporter | inhibition, % at 5 µM;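 active = inhibition above a per-plate limit of that plate's mean compound inhibition plus 3 SD, cut at about 60% in these data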;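 also: 0% = DMSO wells and 100% = LY294002 at 200 µM; higher means less KLF5 promoter-driven luciferase light; inactives centre near -14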
IEC-6 cytotox: cytotoxicity in IEC-6 intestinal epithelial cells, primary screen, cytotoxicity control for KLF5 inhibitor project, cell-based, luminescence | IEC-6 cytotoxicity, luminescence viability | inhibition, % at 5 µM | hit rate 0.78% among 290,000; in the data active = inhibition above about 22%;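 also: 0% = plate median of test compound wells and 100% = cytotoxic reference compound wells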
HSF-1 act: HSF-1 activators, primary screen, NIH3T3-HGL cells, MG132 stress, luminescence, single point; AID 504408, 2011; NIH3T3-HGL HSF-1 luciferase reporter, 8 h; 100% = twice DMSO control signal; hit rate 1.7% among 300,000; activation, % at 9 µM;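 active = mean replicate activation of at least 50% with a set share of replicates each reaching 50%; inconclusive = only one of those two conditions met; inactive = mean below 50% and too few replicates reaching it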;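 also: 0% = median of the neutral control wells and 100% = twice that signal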
HSF1 inhib: HSF1 inhibitors in luciferase reporter cells, primary screen, cell-based, NIH3T3, luminescence; NIH3T3-HGL HSE-luciferase, MG132-induced, luminescence 8 h; active compounds read low; activity change, negative = inhibition, % at 7.5 µM (by protocol); hit rate 0.77% among 300,000;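 active = more than half of replicate wells show activity change below -50%, luminescence cut by over half; inconclusive = some wells, but at most half, below -50%; inactive = no replicate well below -50%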;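 also: luciferase reports HSF-1 transcriptional activity via heat shock element; 0% = median of DMSO wells and -100% = zero luminescence signal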
Numbers without * were called inactive; ? = inconclusive; nt = not tested or not shown.

SMILES	Platelet DG rel	HIF activator	HDAC3 inh	aSyn 5UTR inh	HSP90 refold inh	AI-2 QS mod	KLF5 inh	IEC-6 cytotox	HSF-1 act	HSF1 inhib
CC(C)c1ccc(NC(=O)[C@@H](C)NC(=O)[C@@H]2Cc3ccccc3CN2)cc1	-6.5	-1.7	-0.7	-3.8	0.7	-5.2	-14.3	6.5	7.7	-3.9
CCCCn1c(N)c(N(CCOC)C(=O)CCNC(=O)c2ccc(Cl)cc2)c(=O)[nH]c1=O	23.6	0.1	0.7	-0.9	nt	8.6	nt	nt	-4.1	-8.4
Cc1cccc(CSCc2ccc(C(=O)NCC3CCCO3)o2)c1 (stereo unspecified)	-3.0	-0.4	-2.7	14.3	1.0	13.9	-28.6	-3.5	6.3	0.2
CC(=O)Nc1c(Br)cc(N2C(=O)CCC2=O)cc1Br	10.1	-0.7	1.1	-6.4	1.5	18.1	-7.3	-5.7	-1.8	-5.5
Cc1ccc(S(=O)(=O)NCC(=O)NCCc2c[nH]c3ccccc23)cc1C	2.1	-0.1	12.9	23.7	-2.7	9.6	-23.5	-1.4	-13.4	-3.7
C=CCN(CC=C)c1ccc(N2C(=O)C3CCCCC3C2=O)cc1[N+](=O)[O-] (stereo unspecified)	1.1	0.2	7.7	-2.1	-1.3	23.0	-27.1	2.4	-5.5	-6.4
O=C(c1ccc2c(c1)OCO2)N1CCN=C1SCc1ccccc1	0.9	nt	2.4	4.4	4.7	1.0	-38.4	4.4	11.8	4.2
COc1ccc(CCNC(=O)CCS(=O)(=O)c2ccc3nc(C)sc3c2)cc1OC	26.4	0.0	-1.4	0.5	-3.7	23.9	-20.9	-2.1	-4.3	-0.1
C=C(C)C(=O)NC1=NN(c2ccccc2)C(=O)C1	4.0	-0.4	-6.8	-4.9	3.5	12.9	-1.3	-3.1	13.9	7.2
CC(=O)Nc1ccc(SCC(=O)Nc2ccccc2-c2ccccc2)cc1	-9.4	-0.6	0.5	7.1	0.0	9.4	-21.2	4.4	12.7	-2.0
O=C(COC(=O)C1CC(=O)N(c2ccc3c(c2)OCCO3)C1)NC1CCCc2ccccc21 (stereo unspecified)	-0.8	-0.9	0.1	5.8	3.1	8.6	-18.7	2.5	-17.1	-13.4
Fc1cc(F)c2nc(N3CCOCC3)sc2c1	5.7	1.6	nt	-54.6	2.8	17.4	-24.3	-6.9	0.3	-2.7
CCN1CCN(CC(=O)Nc2ccc(Cl)c(S(=O)(=O)N(C)C)c2)CC1	6.8	0.1	3.6	1.2	-2.4	16.5	-30.9	0.1	-3.2	-3.3
COc1ccc(OC)c(C(=O)Nc2ccc3[nH]ccc3c2)c1	-9.1	2.4	2.4	-112.1	nt	22.1	nt	nt	-36.4	-33.9
CCOc1ccc(C(C)=O)cc1CSC(=N)N	1.4	0.1	-0.9	-0.9	-0.1	10.3	-9.2	-1.8	-6.8	-4.0
O=C(c1ccccc1)c1cnc(-c2ccccc2)s1	4.8	0.4	6.4	-99.0	0.0	-30.3	-118.5	-0.8	25.7	35.3
CCOc1ccccc1Nc1nnc(SCC(=O)Nc2cccc(S(=O)(=O)NC3=NCCCCC3)c2)s1	-4.7	0.0	5.4	-2.5	-1.0	21.3	28.7	0.1	33.5	12.0
CCOc1ccc(OCC)c(NC(=O)CN2CCN(CC)CC2)c1	-15.4	0.1	0.7	2.5	-3.1	1.2	1.8	-0.9	-6.4	-4.3
Cc1ccc(N2C(=O)[C@@H]3Cc4ccccc4CN3C2=O)cc1	-5.9	1.2	-7.8	-71.4	-3.0	19.2	-51.5	-0.9	nt	nt
COc1cc(-c2nc3ccc4ccccc4c3c3c2CCC3)cc(OC)c1OC	6.2	0.5	-0.1	-2.4	-3.2	6.7	-11.9	1.8	-10.2	-6.8
Cc1cc(Cl)ccc1NC(=S)NC(C)(C)C	1.6	-0.9	-8.1	-8.5	-2.1	0.8	1.9	-0.1	2.0	-6.0
CCCOc1ccc(-c2c(C(=O)N/N=C/C3CCCCC3)nnn2-c2nonc2N)cc1	9.8	nt	6.5	-13.8	3.5	3.1	0.7	0.4	0.0	3.6
Cc1ccc(C)c(NC2=NCC(=O)N2C2CCCCC2)c1	2.4	0.4	-3.8	-3.0	0.1	2.6	-18.6	0.6	6.5	0.6
Cc1ccc2nc(C)cc(N/N=C/c3cccnc3)c2c1	1.0	-0.3	-6.7	15.9	-5.4	-3.4	-30.6	-5.2	5.1	-4.9
CC1=C(C(=O)Nc2ccccn2)C(c2ccc(F)cc2)n2ncnc2N1 (stereo unspecified)	-3.4	0.1	1.6	-13.5	-3.6	16.7	-19.5	-5.2	nt	nt

The listing continues.
SMILES	Platelet DG rel	HIF activator	HDAC3 inh	aSyn 5UTR inh	HSP90 refold inh	AI-2 QS mod	KLF5 inh	IEC-6 cytotox	HSF-1 act	HSF1 inhib
O=C(/C(=C/c1ccccc1Cl)c1ccccc1)N1CCOCC1	-1.7	-0.3	4.3	7.0	4.7	8.0	14.0	0.5	-10.1	-1.0
CC1CCCC(C)N1CCCNC(=O)C1CCCN(c2ncnc3c2nc2n3CCCCC2)C1 (stereo unspecified)	-8.1	0.0	0.1	-3.9	5.6	13.4	-14.1	0.4	5.2	-5.6
CC(OC(=O)c1ccc(Cl)c(S(=O)(=O)N2CCOCC2)c1)C(=O)Nc1ccc(S(N)(=O)=O)cc1 (stereo unspecified)	2.5	-1.0	2.3	0.9	nt	26.7	nt	nt	-0.5	-2.7
CCN(CC)S(=O)(=O)c1ccc(Cl)c(NC(=O)COC(=O)/C=C/c2cc(OC)c(OC)c(OC)c2)c1	5.2	-0.6	9.4	8.9	3.8	12.0	-11.5	10.1	-1.6	4.7
Nc1ccc(Oc2ncccn2)cc1	1.2	-0.3	-1.7	14.4	0.7	12.8	-10.0	-0.1	3.3	-2.5
CCS(=O)(=O)N1Cc2ccccc2CC1C(=O)Nc1nc2ccccc2s1 (stereo unspecified)	-12.1	-0.2	-7.6	12.5	26.3*	12.6	-15.4	4.8	-70.0	-60.8*
COc1ccc(-c2noc(CSc3nnc(Cc4ccccc4)n3-c3cccc(C)c3)n2)cc1OC	-5.2	-0.4	9.0	20.0	5.5	-0.6	-14.3	5.6	11.4	-0.9
CCOC(=O)C(CC)n1cnc2c(nnn2-c2ccccc2)c1=O (stereo unspecified)	-1.2	-0.2	-0.1	5.3	-1.7	13.1	-1.1	-7.5	8.3	-1.4
CC1=CC(c2ccccc2)n2ncnc2N1 (stereo unspecified)	-9.3	1.5	-15.3	-5.6	nt	4.2	nt	nt	10.9	17.6
Cc1ccc(Cn2cc(SCC(N)=O)c3ccccc32)cc1	-9.2	0.2	9.7	22.1	0.7	21.4	-17.0	5.9	15.1	4.4
Cc1ccc(C2=NN(C(=O)CCC(=O)O)C(c3cccc([N+](=O)[O-])c3)C2)cc1 (stereo unspecified)	-1.4	-10.3	-4.3	9.0	-0.7	25.2	-5.2	-3.9	4.0	-3.3
CCN(CC)C(=O)c1ccc(S(=O)(=O)Cc2ccc(C)cc2)c([N+](=O)[O-])c1	9.8	1.2	-4.6	-31.6	-1.0	43.4	-22.6	3.8	4.3	-2.0
COc1cccc(C2C(C(=O)c3sc(C)nc3C)=C(O)C(=O)N2CCN2CCOCC2)c1 (stereo unspecified)	5.9	-0.4	-5.2	2.9	1.3	7.5	3.4	3.3	13.3	-0.4
CC1CN(S(=O)(=O)c2ccc(NC(=O)c3cc(-c4ccccc4O)n[nH]3)cc2)CC(C)O1 (stereo unspecified)	-1.8	-0.8	13.7	-4.3	8.9	8.9	-21.3	3.2	5.1	-5.1
CCN1CCc2c(OCC(=O)N3CCc4ccccc43)cccc2C1=O	-0.1	-0.3	3.6	-26.7	0.8	29.3	-0.1	2.7	-7.4	-2.7
Cc1cccc(N(C(=O)Nc2ccccc2)C2=NCC(C)S2)c1 (stereo unspecified)	0.0	nt	-1.3	-47.9	-2.1	13.2	-33.7	-2.2	11.6	3.7
COc1ccc(CN(C)S(=O)(=O)c2nnc(NC(=O)c3ccccc3Br)s2)cc1	-7.5	0.2	-1.5	-8.3	-4.8	29.4	-22.8	-9.0	0.5	1.3
O=C(NCc1ccncc1)c1ccc(Br)o1	7.3	-0.3	-1.8	-18.1	-2.7	31.2	-21.9	-1.7	6.8	-4.8
COc1ccc(-c2nc3ccccc3o2)cc1NC(=O)CSc1ccc(Cl)cc1	-14.4	0.8	6.1	-27.9	-3.9	4.6	-20.8	2.5	32.2	-6.3
COc1ccc(C(C(=O)NC(C)(C)C)N(CCc2ccc(OC)c(OC)c2)C(=O)CCC(=O)Nc2cc(C)on2)cc1 (stereo unspecified)	-5.5	0.6	-1.1	27.1	4.5	10.8	-4.0	2.9	-13.6	-5.7
Cc1ccc(OCC(=O)Nc2cccc(C)n2)c(C)c1	-0.3	2.3	2.4	-136.9	2.9	18.3	-193.4	-0.6	17.5	13.6
CN(C(=O)NC(=O)C1=C(N2CCOCC2)/C(=C/c2ccccc2)CC1)S(C)(=O)=O	-11.3	-0.3	-28.5	-32.9	-2.9	9.3	-1.6	-6.1	10.7	2.5
COc1ccc2c(c1)NC1(O)c3ccccc3C(=O)C21O (stereo unspecified)	-0.8	-0.1	7.5	-6.0	-2.0	13.1	-17.0	-7.7	-12.2	-4.2
COc1ccc(OC)c(S(=O)(=O)N2CCC(C(=O)Nc3cc(C)ccc3C)CC2)c1	1.5	-0.2	?	0.5	-1.1	-2.9	-35.4	-2.2	-12.6	0.1
O=C(NCCSc1ccccc1)c1ccccc1Cl	9.3	4.1	?	-82.3	0.9	0.2	-85.7	1.8	44.5	22.3
O=C(Nc1ccc(NC(=O)c2ccccn2)cc1)C(=O)Nc1ccc2c(c1)OCCO2	-12.9	1.0	1.8	-28.6	-0.7	4.4	-10.2	0.7	-4.6	-5.6
COc1ccc(C(=O)N2CCN(C3CCN(Cc4ccccc4)CC3)CC2)cc1OC	1.6	-0.1	-3.0	2.1	-0.2	19.4	-22.0	-1.6	-7.9	-3.2
CN1C(=O)C2(c3ccccc31)N(C)CC(c1ccccc1)C21SC(=S)N(Cc2ccco2)C1=O (stereo unspecified)	-9.5	0.0	-0.3	31.0	1.7	18.6	-45.0	-4.3	6.5	1.5
N#C/C(=C\Nc1ccc(Cl)cn1)S(=O)(=O)c1ccccc1	6.1	-0.1	3.4	17.2	1.1	26.4	4.8	2.0	-2.9	-5.2
CCOC(=O)c1cc(CC)sc1NC(=O)c1cccc(N2C(=O)CCC2=O)c1	-14.4	0.3	-1.0	17.2	2.1	13.0	18.1	-1.5	-16.4	1.0

Limited to HSF1 inhib, for 2 of the compounds above:
Structure | HSF1 inhib
COc1ccc2c(c1)NC1(O)c3ccccc3C(=O)C21O (stereo unspecified) | -4.2
COc1ccc(OC)c(S(=O)(=O)N2CCC(C(=O)Nc3cc(C)ccc3C)CC2)c1 | 0.1
